Screening data deposited in PubChem by Broad Institute.
E-sel inducer – induces E-selectin expression in human endothelial cells; HUVEC E-selectin immunofluorescence imaging; normalized: neutral wells 0, TNF-alpha wells 100; activation, % at 7.58 µM; hit rate 0.37% among 260,000; AID 686992;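 active = mean E-selectin-positive cell signal at least 10% of the positive control, reached in at least 60% of replicates, without over 20% cell loss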;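 also: in these data hits start at about 27%; measured in HUVEC primary endothelial cells; signal is the percent of cells scored E-selectin positive by PE staining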
Target sequence (P16581 whole entry, looked up): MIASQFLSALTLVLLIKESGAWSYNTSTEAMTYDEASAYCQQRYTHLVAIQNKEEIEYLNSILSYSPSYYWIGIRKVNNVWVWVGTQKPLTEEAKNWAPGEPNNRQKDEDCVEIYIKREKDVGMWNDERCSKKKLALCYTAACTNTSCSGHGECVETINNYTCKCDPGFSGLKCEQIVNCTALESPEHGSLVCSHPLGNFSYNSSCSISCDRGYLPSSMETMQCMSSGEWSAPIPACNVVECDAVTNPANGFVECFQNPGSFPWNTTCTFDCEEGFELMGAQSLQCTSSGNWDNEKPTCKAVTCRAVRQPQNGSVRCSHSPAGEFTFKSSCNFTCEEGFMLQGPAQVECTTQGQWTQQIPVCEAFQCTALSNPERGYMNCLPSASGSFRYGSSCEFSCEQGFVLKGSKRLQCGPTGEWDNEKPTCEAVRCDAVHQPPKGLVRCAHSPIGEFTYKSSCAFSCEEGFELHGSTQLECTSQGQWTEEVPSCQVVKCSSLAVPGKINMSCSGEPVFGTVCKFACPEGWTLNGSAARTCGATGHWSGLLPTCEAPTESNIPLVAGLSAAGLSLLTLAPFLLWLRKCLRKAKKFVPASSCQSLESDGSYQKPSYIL
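assay system = HUVEC, human umbilical vein endothelial cells | input = 3,000 HUVEC seeded per well | medium = EGM-2 growth medium on 0.1% gelatin-coated wells | dosing = one compound dose added by pin transfer | signal = immunofluorescence imaging | read-out basis = % PE-positive cells | control set = TNF-alpha, DMSO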
S100A4 MyoIIA – S100A4-myosin IIA interaction inhibition. S100A4/TAMRA-MyoIIA peptide fluorescence polarization. P26447. inhibition, % at 10.7 µM. hit rate 0.14% among 360,000;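 active = mean inhibition of at least 70% across replicates, with every replicate also reaching that level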
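Assay system: human S100A4 monomer with TAMRA-labelled myosin IIA peptide / Buffer or medium: Calcium-containing HEPES buffer, pH 7.2 / Reagent: TAMRA-labelled myosin IIA heavy-chain peptide probe, 5 nM / Compound: one dose per compound / Timing: polarization read 5 min after assay mix addition, stable 5–60 min / Benchmarks: neutral control DMSO, positive control TFP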
ERAP1 HTS inh – inhibitors of human ERAP1 aminopeptidase | recombinant ERAP1, Leu-AMC fluorescence, 60 min | hit rate 0.15% among 340,000 | Q9NZ08 | inhibition, % at 10.7 µM;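 active = mean replicate inhibition of at least 30%, or all replicates individually reaching that 30% level; inactive = mean below 30% and not every replicate reaching it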;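 also: 0% = neutral control wells and 100% = L-leucinethiol positive control wells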
RAD54 branch – RAD54 (human) branch migration inhibition. inhibition, % at 10.4 µM. AID 602329. RAD54 Holliday junction branch migration, FAM/BHQ fluorescence. hit rate 0.14% among 360,000. Q92698;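 active = mean normalized replicate activity at least 40 and at least half of replicates scoring 40 or more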;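 also: 0% = median of neutral control wells and 100% = median of positive control wells; inhibitors cause a drop in the FAM fluorescence signal; in these data hits start at about 50%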
RAD52 inh – RAD52 (human) annealing inhibition; P43351; recombinant RAD52 DNA annealing, FRET fluorescence; inhibition, % at 18.7 µM; hit rate 0.46% among 360,000;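 active = every replicate showing at least 50% inhibition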
Target sequence (P43351 whole entry, looked up): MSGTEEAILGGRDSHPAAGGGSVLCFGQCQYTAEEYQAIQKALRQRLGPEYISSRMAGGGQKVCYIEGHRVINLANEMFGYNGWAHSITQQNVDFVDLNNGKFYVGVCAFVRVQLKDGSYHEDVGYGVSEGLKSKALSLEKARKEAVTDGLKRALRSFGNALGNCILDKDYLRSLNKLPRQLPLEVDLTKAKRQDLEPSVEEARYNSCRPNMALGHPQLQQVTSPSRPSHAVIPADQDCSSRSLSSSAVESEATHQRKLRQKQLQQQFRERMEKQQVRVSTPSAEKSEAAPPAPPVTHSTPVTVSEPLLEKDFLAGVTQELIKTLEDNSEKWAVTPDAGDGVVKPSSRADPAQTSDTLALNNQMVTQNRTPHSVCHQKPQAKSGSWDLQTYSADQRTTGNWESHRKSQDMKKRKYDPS
esBAF inh – SWI/SNF esBAF complex inhibition; mouse ES cells, Bmi1-luciferase knock-in reporter, 24 h; 100% = twice the neutral-well signal; reporter increase, % at 12.5 µM; hit rate 2% among 350,000; in the data active = activation above about 40%;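 also: 0% = median of the plate's neutral control wells and 100% = double that signal; a rise in the Bmi1 reporter signal indicates esBAF inhibition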
ERp5 inh – blocks human ERp5 reductase activity on insulin; Q15084; ERp5 insulin aggregation, absorbance 650 nm, 90 min; inhibition, % at 9.99 µM; hit rate 0.05% among 350,000; AID 651711;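 active = mean replicate inhibition above about 25%, with every replicate also reaching it, limit read from the data, passing the limit was not always enough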
Xi reactivation – activators of X-chromosome reactivation in mouse fibroblasts | hit rate 0.055% among 360,000 | AID 743238 | XiGFP mouse fibroblasts, % GFP-positive cells imaging, 3 d; cells co-treated with 5-aza-dC sensitizer; scaled so ellipticine positive control = 100% | activation, % at 7.58 µM;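 active = mean normalized replicate activation at least 10% and every replicate at or above 10%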;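 also: 0% = median of on-plate neutral control wells and 100% = ellipticine 6 µM median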
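System: 68-5-11 XiGFP fibroblast line; Timing: 3 days compound exposure; Compound dosing: one concentration, pinned; Benchmarks: positive control ellipticine, 6 µM final; Buffer or medium: DMEM containing 5-aza-dC.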
An asterisk follows results filed as active; . = no result given.

Start of the listing, in advance, 4 compounds:
SMILES | E-sel inducer | S100A4 MyoIIA | ERAP1 HTS inh | RAD54 branch | RAD52 inh | esBAF inh | ERp5 inh | Xi reactivation
CC(=O)C(/C=N/c1cc(-c2ccc(C)cc2)nn1-c1ccccc1)=C(\C)O | 0.1 | -1 | -1 | . | 13 | . | -1 | 0.0
N#CC(=C=[N-])c1nc2ccccc2nc1-[n+]1cccc(NC(=O)c2cccs2)c1 | 0.0 | -3 | -5 | -4 | -27 | -3 | 5 | 0.0
COc1cccc(CN(C)C[C@H]2OCc3cn(nn3)CCCC(=O)N([C@@H](C)CO)C[C@@H]2C)c1 | 0.5 | -2 | -1 | -1 | -1 | -4 | -3 | 0.7
Cc1cc2nc(CCl)cc(=O)n2[nH]1 | . | 2 | 1 | . | -1 | . | -2 | 0.0

All compounds of this part, from the first entry:
SMILES | E-sel inducer | S100A4 MyoIIA | ERAP1 HTS inh | RAD54 branch | RAD52 inh | esBAF inh | ERp5 inh | Xi reactivation
CC(=O)C(/C=N/c1cc(-c2ccc(C)cc2)nn1-c1ccccc1)=C(\C)O | 0.1 | -1 | -1 | . | 13 | . | -1 | 0.0
N#CC(=C=[N-])c1nc2ccccc2nc1-[n+]1cccc(NC(=O)c2cccs2)c1 | 0.0 | -3 | -5 | -4 | -27 | -3 | 5 | 0.0
COc1cccc(CN(C)C[C@H]2OCc3cn(nn3)CCCC(=O)N([C@@H](C)CO)C[C@@H]2C)c1 | 0.5 | -2 | -1 | -1 | -1 | -4 | -3 | 0.7
Cc1cc2nc(CCl)cc(=O)n2[nH]1 | . | 2 | 1 | . | -1 | . | -2 | 0.0
CCCn1c(SCC(=O)N(C)C2CCS(=O)(=O)C2)nc2sc3c(c2c1=O)CCC3 (centres undefined) | -0.1 | -3 | -2 | . | -9 | . | -2 | 0.3
COc1ccc(-n2c(=O)[nH]cc(C(=O)Nc3ccc4c(c3)OCO4)c2=O)cc1OC | -3.3 | -3 | -3 | 6 | -24 | -4 | 3 | 0.0
O=C(COC(=O)CNC(=O)C1CCCCC1)Nc1ccccc1Cl | -0.2 | 4 | -3 | 8 | -8 | 0 | -4 | -0.3
CC(CCc1ccccc1)NC(=O)COC(=O)C(CCC(N)=O)NC(=O)c1ccc(F)cc1 (centres undefined) | 1.1 | 3 | 3 | 1 | -9 | 1 | -1 | 0.0
COc1ccc2c3c(n(C)c2c1)[C@H](CO)N(S(C)(=O)=O)CC31CCN(CC2CCCCC2)CC1 | 0.1 | 12 | 2 | . | 18 | . | -4 | 0.0
COc1ccc(S(=O)(=O)N(C)C[C@H]2Oc3ccc(NC(=O)c4ccncc4)cc3C(=O)N([C@H](C)CO)C[C@H]2C)cc1 | 28* | 6 | 0 | -4 | -4 | 6 | -2 | -0.2
CCCCN=C1CC(C)(C)CC(=O)/C1=C(/O)CCCN1C(=O)c2ccccc2C1=O | . | -7 | 2 | . | -20 | . | 2 | 0.3
CO[C@@H]1CN(C)C(=O)c2ccc(NS(=O)(=O)c3ccc(-c4ccccc4)cc3)cc2OC[C@@H](C)NC[C@@H]1C | -0.1 | -39 | 0 | . | 14 | . | 14 | -0.5
Cc1ccc(S(=O)(=O)N(C)C[C@H]2OCCCC[C@H](C)Oc3ccc(NS(=O)(=O)c4c(C)noc4C)cc3C(=O)N([C@@H](C)CO)C[C@H]2C)cc1 | . | -35 | -4 | -15 | -62 | 2 | -3 | 0.2
Brc1csc2ncccc12 | . | -7 | 0 | . | -8 | . | 4 | 0.1
CCOc1ccc(CCN2C(=O)C(=O)N([C@@H](CC(C)C)CN3CCC[C@@H]3CN3C(=O)C(=O)NC[C@@H]3Cc3ccccc3)C[C@@H]2CC(C)C)cc1 | . | 0 | -1 | -3 | 6 | 9 | 6 | 0.2
COc1ccccc1NC(=O)CSc1nc(N)c(C#N)cc1C#N | . | -6 | 12 | 0 | -44 | . | 3 | 0.1
COc1ccc(NC(=O)Nc2ccc3c(c2)C(=O)N([C@@H](C)CO)C[C@@H](C)[C@H](CN(C)S(=O)(=O)c2cn(C)cn2)O3)cc1 | 0.0 | 9 | 2 | -2 | 1 | 1 | 0 | 1.2
O=C(NC[C@@H]1CC[C@@H]2[C@@H](CN2C(=O)C2CCOCC2)O1)Nc1ccccc1Cl | . | -14 | 1 | . | -3 | . | 0 | .
CCn1cc(-c2ccnc3cc(C(=O)O)nn23)c(C)n1 | . | -3 | 7 | -1 | -4 | -6 | 1 | 0.1
COc1ccc(CN2C[C@@]3(O)CC[C@@H](O)[C@@H](OC)[C@@H]3[C@@](C)(O)[C@@H]2CC=C(C)C)cc1 | 0.0 | -8 | 2 | . | -12 | . | 0 | 0.5
Cc1noc(C)c1NC(=O)Nc1ccc2c(c1)C(=O)N([C@H](C)CO)C[C@H](C)[C@H](CN(C)S(=O)(=O)c1ccc(Cl)cc1)OCCCC[C@H](C)O2 | -0.2 | -3 | 3 | -5 | -8 | -2 | -11 | 0.1
C[C@@H]1CN([C@@H](C)CO)C(=O)Cc2cc(NC(=O)Nc3ccc4c(c3)OCO4)ccc2O[C@@H]1CN(C)Cc1ccc(Oc2ccccc2)cc1 | 0.0 | -6 | -3 | -3 | -9 | -2 | 8 | 0.6
COc1cc(CN2CCNC(=O)C2CC(=O)N2CCCCO2)cc(OC)c1 (centres undefined) | -8.9 | 1 | 0 | . | -12 | . | 4 | 0.0
O=C(Nc1cccc(Cl)c1)N1CCN(Cc2ccccc2)CC1 | -0.1 | -1 | -2 | -2 | -17 | 74* | -3 | 0.2
O=C(NCC1CCCO1)C1CCN(S(=O)(=O)c2cc(Cl)ccc2Cl)CC1 (centres undefined) | 0.1 | -2 | -2 | -6 | -1 | 2 | 2 | -0.1

Next section:
SMILES | E-sel inducer | S100A4 MyoIIA | ERAP1 HTS inh | RAD54 branch | RAD52 inh | esBAF inh | ERp5 inh | Xi reactivation
CC1C(=O)N(Cc2cn(Cc3ccco3)nn2)CCS(=O)(=O)N1Cc1ccc(-c2ccc(Cl)c(Cl)c2)cc1 (centres undefined) | -1.7 | -3 | 2 | 4 | -16 | -2 | -1 | 0.0
C[C@H](CO)N1C[C@H](C)[C@@H](CN(C)Cc2ccccc2)OCCCC[C@H](C)Oc2ccc(NC(=O)CCCN(C)C)cc2C1=O | 0.0 | 5 | 1 | 3 | -4 | 3 | 1 | -0.1
CCCNC(=O)c1ccc2c(c1)S(=O)(=O)c1ccccc1C2=O | -0.2 | -1 | 0 | -2 | -14 | 3 | -2 | -0.1
O=C(NCc1ccncc1)c1csc([C@@H]2O[C@H](CO)[C@@H](O)[C@H]2O)n1 | 0.7 | -2 | 0 | 1 | -22 | -1 | -4 | 0.1
CC(C)CCN1CCN(Cc2ccc(C#CC(C)(C)O)s2)CC1CCO (centres undefined) | . | -4 | -1 | . | 1 | . | 0 | 0.2
Cc1onc(-c2ccccc2Cl)c1C(=O)N1CCC(Cc2ccccc2)CC1 | . | 5 | 0 | . | -25 | . | -3 | 0.0
O=C(Nc1scc(-c2ccccc2)c1C(=O)O)c1ccccc1Cl | 0.5 | 1 | -1 | -3 | -6 | 1 | -3 | 0.0
Cc1ccc(C(=O)Nc2c(C)n(C)n(-c3ccccc3)c2=O)cc1S(=O)(=O)N1CCCCC1 | . | 4 | 6 | 0 | -76 | 7 | 23 | 0.0
Cn1nc(C(C)(C)C)cc1C(=O)NCC1CCN(C(=O)C(=O)c2cc3ccccc3o2)CC1 | -0.1 | 9 | 3 | . | -4 | . | -4 | 0.0
CNC(=O)C1Cc2c(-c3ccc4c(c3)OCO4)ccnc2O1 (centres undefined) | 0.2 | -2 | 0 | 1 | -12 | -5 | 3 | -0.1
Cc1c(C=O)n(C)n(-c2ccccc2)c1=O | . | -5 | 6 | 9 | 9 | . | -1 | -0.1
COc1cc(C(=O)NCCC(=O)NC2CCC(C)CC2)cc(OC)c1OC (centres undefined) | . | 4 | -3 | -5 | 11 | 4 | -2 | 0.0
O=C(NNC(=O)C1C2CCC(C2)C1C(=O)O)c1cccc(Cl)c1 (centres undefined) | 10 | -5 | 0 | -16 | -15 | 6 | 1 | 0.0
COC(=O)c1ccc(NC(=O)c2ccc3c(c2)C(=O)N(Cc2cccnc2)C3=O)cc1 | -0.7 | 5 | 1 | -5 | -16 | -2 | 5 | 0.0
O=S(=O)(N[C@@H]1CC[C@@H](CCn2cc(-c3ccccn3)nn2)O[C@H]1CO)c1cccc(Cl)c1 | -0.3 | 11 | -2 | 1 | -2 | -2 | 2 | -0.6
C[C@@H](NC(=O)C[C@H]1CC[C@@H]2[C@H](COC[C@@H](O)CN2C)O1)c1ccccc1 | -0.1 | 8 | 3 | 1 | -7 | 3 | -6 | 0.1
COc1cc(-c2nnc3sc(-c4ccncc4)nn23)cc(OC)c1OC | -0.2 | -2 | 0 | 1 | -6 | 7 | -1 | 0.0
Cc1ccccc1NC(=S)Nn1cnnc1 | . | -7 | 5 | 3 | -10 | 6 | 4 | 0.1
O=C(NN=Cc1c[nH]c2ccccc12)NN=Cc1c[nH]c2ccccc12 | -0.1 | 7 | -2 | -4 | -87 | 21 | -1 | 0.0
N#C[C@@H]1[C@@H](c2ccc(C#Cc3cccc(F)c3)cc2)[C@@H](CO)N1C(=O)C1CC1 | -0.3 | -2 | -2 | -6 | 4 | 9 | 0 | 0.1
COc1cccc(NC(=O)CCc2c(C)nn(-c3ccc(N4CCOCC4)nn3)c2C)c1 | . | -2 | -4 | -14 | -11 | 27 | 2 | 0.2
O=C(CSc1n[nH]c(=O)[nH]c1=O)NCC1CCCCC1 | -1.5 | -6 | . | 6 | -4 | -2 | -1 | -0.2
Clc1ccccc1C1CC(c2ccccc2)=Nc2ccccc2N1 (centres undefined) | 5.4 | -2 | 2 | . | -10 | . | -2 | 0.0
COc1ccc(C#Cc2ccc([C@H]3[C@H]4CN(C(=O)c5ccncc5)CCCCN4[C@H]3CO)cc2)cc1 | -0.3 | -1 | -2 | 1 | -18 | 21 | 7 | 0.3
Cc1ccccc1NC(=O)CCCSc1nc2ccccc2s1 | 0.1 | 2 | 10 | . | 5 | . | -3 | -0.1

More entries follow:
SMILES | E-sel inducer | S100A4 MyoIIA | ERAP1 HTS inh | RAD54 branch | RAD52 inh | esBAF inh | ERp5 inh | Xi reactivation
Cc1nc([N+](=O)[O-])cn1CC(O)c1ccc(-c2ccccc2)cc1 (centres undefined) | -0.1 | -5 | 0 | -21 | -11 | . | 4 | -0.1
O=C(N/N=C/c1ccc[nH]1)c1c[nH]c2ccccc12 | -0.3 | 3 | -4 | -2 | -14 | 13 | -1 | 0.0
COC(=O)[C@@H]1[C@@H](CO)[C@@H]2Cn3c(ccc(-c4cccc(C(=O)N(C)C)c4)c3=O)[C@@H]2N1C | -1.8 | 8 | 8 | 4 | 5 | -3 | 2 | 0.1
CCCCCCCCCC(=O)OCC(O)CO (centres undefined) | -0.7 | -18 | -1 | 7 | 1 | 0 | -6 | 0.2
COc1ccc(-n2c(CN3CCN(c4ccc(F)cc4)CC3)nc3ccc([N+](=O)[O-])cc3c2=O)c(OC)c1 | -0.3 | -2 | -1 | . | 0 | . | 4 | 0.0
Cc1ccc(C)n1-c1ncc(Br)cn1 | 8.4 | -3 | . | . | -21 | . | 4 | 0.0
Cc1nnc(NC(=O)c2ccco2)s1 | -0.6 | 1 | 6 | 1 | -5 | 6 | 3 | 0.0
CN(C)CCN(Cc1ccccc1)C(=O)c1[nH]c(C(F)(F)F)nc1-c1ccccc1 | -0.1 | 1 | -4 | -1 | -11 | 1 | 11 | 0.4
